RXFP1 ag: qHTS Assay for Agonists of the Relaxin Receptor RXFP1. Potency, µM (top dose mostly 57.5 µM), for the others: at the top dose activation, most hits filed as activators. hit rate 0.3% among 370,000. HEK293T-RXFP1 cAMP TR-FRET, 30 min; response scale: percent of porcine relaxin response, buffer zero; further: potency means the concentration at half of the fitted maximal effect; on the % scale 0 is the no-effect control and ±100 the full control effect; nearly all actives have a fitted effect of over 60% in size; many of its hits are not listed in these tables
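HEK293T cells stably expressing RXFP1 were pretreated with the PDE4 inhibitor Ro 20174, exposed to compounds for 30 min at 37C, lysed, and cAMP was read by TR-FRET. Data normalized to buffer (basal) and 29 nM porcine relaxin (100%).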
Vif-A3G inh: qHTS for Inhibitors of Vif-A3G Interactions: qHTS; hit rate 0.076% among 410,000; AID 602310, 2012; HeLa A3G-eYFP + Vif (tagged APOBEC3G with the HIV-1 protein that degrades it), YFP fluorescence, overnight; Potency, µM (top dose mostly 46.1 µM), without a hit: top-dose activity, negative = active, hits mostly inhibitors;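 further: potency means the concentration at half of the fitted maximal effect; on the % scale 0 is the no-effect control and ±100 the full control effect; nearly all actives have a fitted effect of over 60% in size; hits raise eYFP signal because A3G escapes Vif-driven loss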
Target sequence (Q9HC16 whole entry, looked up): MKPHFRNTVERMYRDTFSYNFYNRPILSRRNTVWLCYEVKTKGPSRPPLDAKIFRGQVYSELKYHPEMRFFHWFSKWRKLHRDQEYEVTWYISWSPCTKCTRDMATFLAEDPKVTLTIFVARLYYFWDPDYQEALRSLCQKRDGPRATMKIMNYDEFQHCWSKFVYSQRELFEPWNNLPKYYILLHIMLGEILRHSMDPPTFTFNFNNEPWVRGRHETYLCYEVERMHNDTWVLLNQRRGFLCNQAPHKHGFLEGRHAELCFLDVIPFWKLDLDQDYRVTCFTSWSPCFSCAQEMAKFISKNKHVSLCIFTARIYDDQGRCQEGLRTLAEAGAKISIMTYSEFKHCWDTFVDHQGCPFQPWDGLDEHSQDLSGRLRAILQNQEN
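Read-out is eYFP fluorescence (Ex 488/Em 500-530) from Vif-expressing HeLa A3G-eYFP cells; more signal means A3G escaped Vif-mediated degradation. Cells plated overnight, compound pinned in, incubated overnight at 37 deg C.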
USP1 inh: Inhibitors of USP1/UAF1: Primary Screen. recombinant USP1/UAF1, Ub-Rhodamine cleavage fluorescence. Ubiquitin carboxyl-terminal hydrolase 1 (Homo sapiens), O94782. AID 743255, 2014. Potency, µM (highest dose often 57.1 µM), without a hit: top-dose activity change, negative = inhibition, most hits filed as inhibitors. hit rate 0.23% among 390,000; further: potency means the concentration at half of the fitted maximal effect; on the % scale 0 is the no-effect control and ±100 the full control effect; nearly all actives have a fitted effect of over 60% in size; inactives centre near -12
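High-throughput fluorogenic screen: 1nM USP1/UAF1 complex, Ub-Rho substrate 150nM final, 50mM HEPES pH 7.8 with 0.5mM EDTA, 0.1 mg/ml BSA, 1mM TCEP and 0.01% Tween-20.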
Vif-A3F inh: qHTS for Inhibitors of Vif-A3F Interactions: qHTS; HeLa A3F-eYFP + Vif (tagged APOBEC3F with the HIV-1 protein that degrades it), YFP fluorescence increase; AID 602313, 2012; hit rate 0.2% among 390,000; Potency, µM (highest dose often 46.1 µM), inactives show at the top dose activity, negative = active; further: potency means the concentration at half of the fitted maximal effect; % of control where 0% means no effect; nearly all actives have a fitted effect of over 65% in size
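HeLa cells stably expressing A3F-eYFP plus Vif, plated and incubated overnight at 37 deg C, then exposed to compounds overnight at 37 deg C. Blocked degradation read as raised yellow fluorescence (Ex 488/Em 500-530).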
PI4K2A block: qHTS for small molecular inhibitors of PI4K2A; Phosphatidylinositol 4-kinase type 2-alpha (Homo sapiens), Q9BTU6; purified PI4K2A, ADP-Glo luminescence, 1 h; stronger effect = lower value; activity change, negative = inhibition, % at 76.9 µM; hit rate 0.13% among 420,000; in the data active means activity change below about -50%; inconclusive means mostly about -30% to -49%;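 further: -100% = wells without enzyme as full effect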
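Compounds are screened against recombinant PI4K2A using PI as substrate and ATP, the latter dispensed at 300 microM. Reactions run one hour at ambient temperature before ADP-Glo detection; full inhibition defined by wells lacking enzyme.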
TrxR1 substrate: qHTS Assay for Substrates of Mammalian Selenoprotein Thioredoxin Reductase 1 (TrxR1): qHTS | purified TrxR1 substrate turnover, NADPH consumption readout | hit rate 0.01% among 390,000 | Thioredoxin reductase 1, cytoplasmic (Rattus norvegicus), O89049 | Potency, µM (doses to about 114 µM), without a hit: top-dose activity change, negative = substrate turnover; further: potency means the concentration at half of the fitted maximal effect; on the % scale 0 is the no-effect control and ±100 the full control effect; nearly all actives have a fitted effect of over 50% in size
Target sequence (O89049 whole entry, looked up): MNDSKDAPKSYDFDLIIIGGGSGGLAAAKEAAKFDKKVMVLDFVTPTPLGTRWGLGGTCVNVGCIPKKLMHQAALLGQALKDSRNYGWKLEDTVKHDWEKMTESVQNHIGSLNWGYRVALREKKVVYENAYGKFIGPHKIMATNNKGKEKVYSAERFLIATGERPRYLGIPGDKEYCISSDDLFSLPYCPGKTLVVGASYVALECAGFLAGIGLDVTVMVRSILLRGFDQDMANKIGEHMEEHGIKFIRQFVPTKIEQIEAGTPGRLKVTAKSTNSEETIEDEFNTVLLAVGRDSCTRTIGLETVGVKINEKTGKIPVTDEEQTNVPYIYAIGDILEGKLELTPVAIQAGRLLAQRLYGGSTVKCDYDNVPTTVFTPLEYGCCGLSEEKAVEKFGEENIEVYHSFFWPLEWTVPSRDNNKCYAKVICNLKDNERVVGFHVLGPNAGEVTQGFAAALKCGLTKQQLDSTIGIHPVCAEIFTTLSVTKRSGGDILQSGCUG
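Rat TrxR1, dispensed at 90 nM, was prereduced with 400 uM NADPH (final) for 5 min at ~22 deg C, then incubated with compound 15 min before 400 uM selenite. A first-read NADPH fluorescence drop versus no-compound background flagged substrates.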
LDHA inh: qHTS assay for inhibitors of human lactate dehydrogenase. AID 1347041, 2019. L-lactate dehydrogenase A chain (Homo sapiens), P00338. hit rate 0.15% among 480,000. purified LDHA, NADH/diaphorase-resazurin fluorescence; stronger effect = lower value. activity change, % (values are at about 110 or 230 µM); in the data active means activity change below about -30%; inconclusive means mostly about -25% to -30%;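 further: plate controls were DMSO wells for no effect and wells without enzyme for full effect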
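Human LDH5 (2 nM) was incubated with 0.06 mM NADH and 0.2 mM pyruvate for 5 min at room temperature in Tris pH 7.4. Remaining NADH was coupled through diaphorase/resazurin, and resorufin fluorescence was read at 0 and 20 min.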
Glioma ERSR ind: qHTS for Inducers of the Endoplasmic Reticulum Stress Response (ERSR) in Human Glioma: qHTS. Potency, µM, inactives show top-dose activation, actives largely listed as activators. U87-MG GRP78 promoter luciferase reporter, 16 h. hit rate 0.02% among 420,000. AID 602332, 2012; further: potency means the concentration at half of the fitted maximal effect; series mostly up to about 76 µM; % of control where 0% means no effect; nearly all actives have a fitted effect of over 35% in size
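Stably transfected U87-MG glioma cells carrying a GRP78-based luciferase sensor; 16 h compound incubation. Luminescence end-point read 10 min after Bright-Glo addition at room temperature.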
mIDH1 inhibitor: qHTS for Inhibitors of mutant isocitrate dehydrogenase 1 (IDH1): qHTS; IDH1-R132H enzyme, NADPH consumption, diaphorase/resazurin fluorescence; Isocitrate dehydrogenase [NADP] cytoplasmic (Homo sapiens), O75874; Potency, µM (top dose mostly 76.6 µM), for inactives: at the highest dose activity change, negative = inhibition, actives largely listed as inhibitors; hit rate 0.093% among 390,000; further: potency means the concentration at half of the fitted maximal effect; on the % scale 0 is the no-effect control and ±100 the full control effect; nearly all actives have a fitted effect of over 65% in size
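IDH1-R132H (0.5 ug/mL dispensed) in pH 7.5 Tris buffer was preincubated 30 min with compound, then given a substrate mix of 0.016 mM NADPH and 2 mM alpha-KG for 80 min at room temperature; remaining NADPH was read by diaphorase/resazurin fluorescence.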
* hit, by the source's call; & = joins results of further samples; [ ] = dose if it differs, or a comment. Unless noted, the call rests on the fitted dose curve; in most records, active means well fitted curve in the direction sought with a large enough effect; inconclusive means small, poorly fitted or top-dose-only effect, or another doubt; inactive means no such curve, though single readings can be large; an effect the other way counts as inactive or inconclusive.

Screening O=C(O)c1cc(-c2ccc3c(c2)OCO3)nc2ccc(Br)cc12 returned RXFP1 ag 16µM*, Vif-A3G inh -13%, USP1 inh -22%, Vif-A3F inh 8%, PI4K2A block 2, TrxR1 substrate -4%, LDHA inh 3&-4&4, Glioma ERSR ind 1% and mIDH1 inhibitor 11%.
Screening COc1ccc(C(C)NC(=O)CN(c2cc(OC)ccc2OC)S(=O)(=O)c2ccccc2)cc1 (configuration not stated) returned RXFP1 ag 2.7%, Vif-A3G inh -1%, USP1 inh -34%, Vif-A3F inh 1%, PI4K2A block -16, TrxR1 substrate -10%, LDHA inh 1, Glioma ERSR ind -1% and mIDH1 inhibitor 0%.
`Cc1cc(C(F)(F)F)nc(SCC(=O)Nc2cc(C)on2)n1` gave RXFP1 ag 2.3%, Vif-A3G inh -6%, USP1 inh -9%, Vif-A3F inh -9%, PI4K2A block -2, TrxR1 substrate -4%, LDHA inh 0, Glioma ERSR ind 0% and mIDH1 inhibitor 2%.
CC(=O)NC(Cc1ccc(F)cc1)C(=O)NC1CCN(C(=O)NCc2ccccc2)CC1 (configuration not stated) was read as RXFP1 ag 3.5%, Vif-A3G inh 0%, USP1 inh -19%, Vif-A3F inh -6%, PI4K2A block 6, TrxR1 substrate 2%, LDHA inh -2, Glioma ERSR ind 0% and mIDH1 inhibitor 0%.
Cc1ccccc1C(=O)Nc1ccc(NC(=O)c2cccs2)cc1 was read as RXFP1 ag -2.3%, Vif-A3G inh 3%, USP1 inh -25%, Vif-A3F inh 1%, PI4K2A block 0, TrxR1 substrate 6%, LDHA inh -3, Glioma ERSR ind -4% and mIDH1 inhibitor 24%.
`Cn1c(=O)c(=O)n(C)c2cc(S(=O)(=O)N3CCCC3C(=O)NCc3ccco3)ccc21` (configuration not stated) gave RXFP1 ag -1.3%, Vif-A3G inh -1%, USP1 inh -24%, Vif-A3F inh -19%, PI4K2A block 0, TrxR1 substrate 4%, LDHA inh -3, Glioma ERSR ind -3% and mIDH1 inhibitor 4%.
`Cc1ccc(S(=O)(=O)Nc2cccc(C(=O)NCCCN3CCCC3=O)c2)cc1F` gave RXFP1 ag 1.3%, Vif-A3G inh 0%, USP1 inh -11%, Vif-A3F inh -18%, PI4K2A block 2, TrxR1 substrate -1%, LDHA inh -3, Glioma ERSR ind -4% and mIDH1 inhibitor 0%.
`CCC(C)NC(=O)c1cn(-c2cccc(OC)c2)c(=O)c2ccccc12` (configuration not stated) gave RXFP1 ag 2.5%, Vif-A3G inh 1%, USP1 inh -22%, Vif-A3F inh 2%, PI4K2A block -6, TrxR1 substrate 5%, LDHA inh -15, Glioma ERSR ind -3% and mIDH1 inhibitor 0%.
For O=[N+]([O-])c1ncccc1OCc1ccc(Cl)c(Cl)c1 the results were RXFP1 ag 1.8%, Vif-A3G inh -9%, USP1 inh inconclusive, Vif-A3F inh 2%, PI4K2A block 5, TrxR1 substrate -8%, LDHA inh -6, Glioma ERSR ind 5% and mIDH1 inhibitor -2%.
COc1ccc(-c2c(-c3cc(OC)cc(OC)c3)sc3ccc(OC)cc23)cc1 was read as Vif-A3G inh -8%, USP1 inh -5%, Vif-A3F inh 1%, PI4K2A block -2, TrxR1 substrate -3%, LDHA inh -5, Glioma ERSR ind -5% and mIDH1 inhibitor 2%[38.3 µM].

Fetched by structure from the list above (2):
`CCC(C)NC(=O)c1cn(-c2cccc(OC)c2)c(=O)c2ccccc12` (configuration not stated) gave RXFP1 ag 2.5%, Vif-A3G inh 1%, USP1 inh -22%, Vif-A3F inh 2%, PI4K2A block -6, TrxR1 substrate 5%, LDHA inh -15, Glioma ERSR ind -3% and mIDH1 inhibitor 0%.
`Cc1cc(C(F)(F)F)nc(SCC(=O)Nc2cc(C)on2)n1` gave RXFP1 ag 2.3%, Vif-A3G inh -6%, USP1 inh -9%, Vif-A3F inh -9%, PI4K2A block -2, TrxR1 substrate -4%, LDHA inh 0, Glioma ERSR ind 0% and mIDH1 inhibitor 2%.

More structures:
O=C(NNC(=O)c1ccc(SCC2CCCO2)c([N+](=O)[O-])c1)c1ccc(Cl)c([N+](=O)[O-])c1 (configuration not stated) was read as RXFP1 ag -0.1%, Vif-A3G inh -17%, USP1 inh -5%, Vif-A3F inh -11%, PI4K2A block -21, TrxR1 substrate -2%[57.1 µM], LDHA inh -10, Glioma ERSR ind inconclusive and mIDH1 inhibitor 3%.
`COc1ccc(CCC(=O)OCC(=O)Nc2ccccc2OC(F)F)cc1OC` gave RXFP1 ag -2.6%, Vif-A3G inh -2%, USP1 inh 2%, Vif-A3F inh -2%, PI4K2A block 3, TrxR1 substrate 1%[57.1 µM], LDHA inh 0&-5, Glioma ERSR ind 4% and mIDH1 inhibitor 16%.
For CCC1(c2ccc(OC)cc2)NC(=O)N(CC(=O)N2CCc3ccccc32)C1=O (configuration not stated) the results were RXFP1 ag 2.1%, Vif-A3G inh 0%, USP1 inh -14%, Vif-A3F inh -6%, PI4K2A block -5, TrxR1 substrate -1%, LDHA inh -4, Glioma ERSR ind 0% and mIDH1 inhibitor 1%.
Cc1cccc(CS(=O)(=O)Cc2ccc(C(=O)NCc3ccc(F)cc3)o2)c1 was read as RXFP1 ag -0.1%, Vif-A3G inh 2%, USP1 inh -8%, Vif-A3F inh 3%, PI4K2A block -2, TrxR1 substrate 7%[57.1 µM], LDHA inh 0, Glioma ERSR ind -4% and mIDH1 inhibitor 4%.
Cc1cc(C)nc(SCC(=O)Nc2ncc3c(n2)CC(C)(C)CC3=O)n1 was read as RXFP1 ag 2.6%, Vif-A3G inh -3%, USP1 inh -14%, Vif-A3F inh -4%, PI4K2A block -2, TrxR1 substrate 7%, LDHA inh -1, Glioma ERSR ind 0% and mIDH1 inhibitor 0%.
For COc1ccc(OCc2cc(C(=O)N[C@H]3CCCCNC3=O)no2)c(Cl)c1 the results were RXFP1 ag 0.3%, Vif-A3G inh 0%, USP1 inh -6%, Vif-A3F inh -8%, PI4K2A block 2, TrxR1 substrate -7%, LDHA inh -1, Glioma ERSR ind 2% and mIDH1 inhibitor 10%.
CSc1sc(C(=O)N(C)C)cc1S(=O)(=O)C(C)C was read as RXFP1 ag -0.3%, Vif-A3G inh 0%, USP1 inh -14%, Vif-A3F inh 6%, PI4K2A block -1, TrxR1 substrate -11%, LDHA inh 0, Glioma ERSR ind -4% and mIDH1 inhibitor 1%.
Screening O=C(CCNS(=O)(=O)c1ccccc1F)N1CCN(C/C=C/c2ccccc2)CC1 returned RXFP1 ag -1.7%, Vif-A3G inh -3%, USP1 inh -11%, Vif-A3F inh -7%, PI4K2A block -4, TrxR1 substrate -2%[57.1 µM], LDHA inh -1, Glioma ERSR ind -3% and mIDH1 inhibitor 5%.
For Cc1nc(NC(=O)/C=C/c2ccc(Cl)cc2Cl)sc1C(=O)N(C)C the results were RXFP1 ag -0.3%, Vif-A3G inh 0%, USP1 inh 6%, Vif-A3F inh 10%, PI4K2A block 4, TrxR1 substrate 7%[57.1 µM], LDHA inh -11, Glioma ERSR ind -1% and mIDH1 inhibitor 3%.
CC(C)c1ccc2[nH]c(O)c(N=NC(=O)c3ccc(CSc4nncn4C)cc3)c2c1 was read as RXFP1 ag -1.5%, Vif-A3G inh 1%, USP1 inh 2%, Vif-A3F inh -17%, PI4K2A block 0, TrxR1 substrate -4%, LDHA inh -4, Glioma ERSR ind -4% and mIDH1 inhibitor -8%.
`Cc1oc2ccc(O)cc2c1C(=O)c1ccccc1` gave RXFP1 ag -0.5%, Vif-A3G inh -14%, USP1 inh -18%, Vif-A3F inh -12%, PI4K2A block -22, TrxR1 substrate 4%, LDHA inh 0, Glioma ERSR ind 1% and mIDH1 inhibitor 0%.
`Cc1ccc(C)c(SCC(=O)OCC(=O)NCCNC(=O)COC(=O)CSc2cc(C)ccc2C)c1` gave RXFP1 ag -0.2%, Vif-A3G inh -3%, USP1 inh -6%, Vif-A3F inh 7%, PI4K2A block -4, TrxR1 substrate -13%[57.1 µM], LDHA inh 3, Glioma ERSR ind -2% and mIDH1 inhibitor 0%.
For O=C(c1ccccc1)N1N=C(c2cccs2)CC1c1ccccc1O (configuration not stated) the results were RXFP1 ag 0.3%, Vif-A3G inh -12%, USP1 inh -1%, Vif-A3F inh -4%, PI4K2A block -2, TrxR1 substrate -9%, LDHA inh -1, Glioma ERSR ind 3% and mIDH1 inhibitor 8%.

Compound activity: PubChem, National Center for Advancing Translational Sciences (NCATS)

Only part of the results is shown; rates above refer to the full screens.
